# DAX1 inh – NR0B1 (DAX1) inhibition; HEK293 Gal4-DAX1 luciferase reporter, luminescence; inhibition, % at 6.75 µM; 0.99% of 340,000 active;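 active = inhibition above the mean over all tested compounds plus 3 SD, cut at about 4.2% in these data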;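 also: 0% = DAX1-transfected cells with DMSO and 100% = empty-vector control cells with DMSO; inhibition shows as a rise in luminescence from relieved DAX1 repression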
# Target sequence (P51843 207-470 limits assumed): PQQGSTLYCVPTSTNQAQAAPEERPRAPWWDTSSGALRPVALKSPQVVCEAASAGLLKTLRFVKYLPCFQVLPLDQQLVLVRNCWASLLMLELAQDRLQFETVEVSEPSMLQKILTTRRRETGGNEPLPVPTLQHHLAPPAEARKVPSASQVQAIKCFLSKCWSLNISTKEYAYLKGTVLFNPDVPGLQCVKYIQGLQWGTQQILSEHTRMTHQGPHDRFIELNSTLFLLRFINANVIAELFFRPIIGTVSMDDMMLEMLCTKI
# FXN GAA850 act – increases GAA850 frataxin promoter reporter activity | HEK293 lucGAA850 FXN promoter luciferase reporter, 24 h; percent of 10 µM SAHA response | 0.56% of 360,000 active | activation, % at 6 µM;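 active = activation above the average of all compounds screened plus 3 SD, cutoff fixed separately per campaign, cut at about 7.5% in these data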;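 also: 0% = DMSO wells and 100% = 10 µM SAHA wells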
# Active calls of the source: *; & = joins results of further samples.
SMILES,DAX1 inh,FXN GAA850 act
CCOC(=O)C1=C(c2ccccc2)NC(SCC(=O)Nc2ccc(C)cc2)=C(C#N)C1c1ccco1 (centres undefined),-0.4,-1.1
Cc1cccc(CN2C(=O)/C(=C\c3ccc(C(=O)NCCN4CCOCC4)cc3)Sc3ccccc32)c1,-0.7,-4.3
O=C(C1CCCN(S(=O)(=O)c2ccc([N+](=O)[O-])cc2)C1)N1CCCCC1 (centres undefined),0.0,0.3
CCCNC(=O)c1ccc2c(=O)c(O)c(-c3ccc(OC)cc3)[nH]c2c1,-1.6,1.8
Cc1cccn2c(=O)c(C=O)c(Nc3ccccc3)nc12,-0.4,-0.3
CC1CCN(C(c2cc3cc4c(cc3[nH]c2=O)OCO4)c2nnnn2CC2CCCO2)CC1 (centres undefined),-0.1,-2.4
COc1ccc(NC(=O)CN2C(=O)/C(=C3\SC(=S)N(CCC(=O)O)C3=O)c3ccccc32)cc1,0.0,0.8
CCC1CCCCN1CCCNC(=O)Cn1ncc2c([nH]c3ccc(C)cc32)c1=O (centres undefined),0.1,-0.5
Cc1cccn2c(=O)c(C=O)c(Nc3ccc(S(N)(=O)=O)cc3)nc12,0.5,3.8
CCN(CC)C(=O)c1ccc2c3c(cccc13)C(=O)N(CCc1ccc(OC)c(OC)c1)C2=O,-3.0,-6.1

# One compound at a time (already shown). Order of screens: DAX1 inh | FXN GAA850 act
# Listed for CCOC(=O)C1=C(c2ccccc2)NC(SCC(=O)Nc2ccc(C)cc2)=C(C#N)C1c1ccco1 (centres undefined) → -0.4 | -1.1
# Listed for CC1CCN(C(c2cc3cc4c(cc3[nH]c2=O)OCO4)c2nnnn2CC2CCCO2)CC1 (centres undefined) → -0.1 | -2.4
# Listed for CCN(CC)C(=O)c1ccc2c3c(cccc13)C(=O)N(CCc1ccc(OC)c(OC)c1)C2=O → -3.0 | -6.1
# Listed for Cc1cccn2c(=O)c(C=O)c(Nc3ccccc3)nc12 → -0.4 | -0.3
# Listed for COc1ccc(NC(=O)CN2C(=O)/C(=C3\SC(=S)N(CCC(=O)O)C3=O)c3ccccc32)cc1 → 0.0 | 0.8

# Later entries
SMILES,DAX1 inh,FXN GAA850 act
CCOc1cc(Br)ccc1S(=O)(=O)NCc1ccccc1,0.8,0.5
Cc1scc(C(=O)Nn2cnnc2)c1-c1ccccc1,-0.5,-0.3
COCCN(CCOC)CC(O)COC(c1ccccc1)c1ccccc1 (centres undefined),0.6,0.9
COc1ccccc1N1CCN(C(CNS(=O)(=O)c2ccccc2)c2cccnc2)CC1 (centres undefined),0.4,-1.0
CCOc1ccc(-n2c(N)c(C(=O)NCc3ccco3)c3nc4ccccc4nc32)cc1,-1.1,3.3
CC1(C)CC(=NOC(=O)c2ccccc2)CC(C)(C)N1,0.1,0.8
COc1ccccc1C1CC(c2ccccc2)Nc2ncnn21 (centres undefined),0.5,2.5
CCCCCCc1nc(C(N)=O)c2[nH]c(=O)n(-c3ccc(OCC)cc3)c2n1,0.8,2.3
Cc1c2cc[n+](CCN3CCCCC3)cc2c(C)c2c1[nH]c1ccc(O)cc12,-1.4,1.3
CNC(=O)c1ccc(Oc2ccc(C(=O)NC)cc2)cc1,-0.7,-0.1
COCCn1c(=O)[nH]c2cc(C(=O)N3CCN(c4ccccc4F)CC3)ccc2c1=O,-0.4,0.6
OC(COc1ccc(OCC(O)CN2CCCCCC2)cc1)CN1CCCCCC1 (centres undefined),2.4,0.5
c1ccc2sc(-c3ccc4c(c3)OCO4)nc2c1,0.6,-0.6
COc1ccc(OC)c(-c2csc(NC(=O)COC(=O)c3ccc(NC(=O)CC#N)cc3)n2)c1,-0.4,0.3
CCCCNC(=O)/C(C#N)=C/c1ccc(C(=O)OC)cc1,0.3,-0.8
Cc1cccc(N2C(=O)N3[C@H](c4ccc(Cl)cc4)[C@@H]4C(=O)N(C5CCCCC5)C(=O)[C@@H]4[C@]3(Cc3ccc(Cl)cc3)C2=O)c1,1.5,10.3*
COC(=O)c1ccccc1NC(=O)Cn1cnc2c(cnn2-c2ccccc2)c1=O,1.8,0.4
COC(=O)c1ccccc1NC(=O)Cn1c(-c2nonc2N)nc2ccccc21,3.9,-0.3
CN1CCN(c2ccc([N+](=O)[O-])c(Sc3nc4ccccc4[nH]3)c2)CC1,-0.2,0.4
CCCC1(c2ccccc2)NC(=O)N(CCN2C(=O)c3ccccc3C2=O)C1=O (centres undefined),-0.6,-0.3
COc1cccc(/C=N/Nc2ncnc(N)c2[N+](=O)[O-])c1OC,-2.7,0.1
C/[N+]([O-])=C\c1ccc([N+](=O)[O-])o1,0.2,0.5
CC(C)C[C@H](N)c1nnc(S(=O)(=O)Cc2ccc(F)cc2)o1,0.2,2.0
CC(C)C[C@@H](CO)N(Cc1ccccc1)S(=O)(=O)N(Cc1ccccc1)[C@H](CO)CC(C)C,0.3,-7.1
CCCCCCCC(=O)NNC(=O)Cc1ccccc1,0.5,0.7
COC(=O)CCCC1=CC2=CC(=O)C(C)(OC(=O)c3cccs3)C(=O)C2=CN1c1cccc(C#N)c1 (centres undefined),0.0,-0.4
COc1ccc(S(=O)(=O)N2CCN(CC(=O)Nc3cc(C(F)(F)F)ccc3Cl)CC2)cc1,-0.2,-1.1
COc1ccc(-c2noc(CN3CCC(Cc4ccccc4)CC3)n2)cc1,-0.5,-1.8
CN(C)c1c([N+](=O)[O-])cc(N2C(=O)C=CC2=O)cc1[N+](=O)[O-],1.2,1.6
C[C@@H]1CCCCCCCCC(=O)OCCN[C@H](C)CCCCCCCCC(=O)OCCN[C@H](C)CCCCCCCCC(=O)OCCN1,-0.7,1.0
CCn1c(CNC(=O)Cc2ccc(OC)cc2)nnc1SCC(=O)c1ccc(Br)cc1,-0.4,0.6
COc1cc(NC(=O)C(C)Oc2ccccc2)c(OC)cc1NC(=O)c1ccccc1 (centres undefined),-0.6,2.5
CCOC(=O)CSc1nc2cc(C(=O)NCc3ccco3)ccc2c(=O)n1-c1ccc(F)cc1,-0.8,-0.8
CCCC(CCC)C(=O)Nc1cccc(C(=O)O)c1,-0.4,-0.2
COC(=O)c1cc2c(n1S(=O)(=O)c1ccc(C)cc1)C(=O)C(=O)c1[nH]cc(C(=O)OCc3ccccc3)c1-2,-5.0,-10.2
Cc1cc(C)n(CC(O)CN(c2cccc([N+](=O)[O-])c2)S(=O)(=O)c2ccccc2)n1 (centres undefined),-0.2,-1.0
COCCNc1nc(C)cc(-c2cc(C(=O)Nc3ccccc3)on2)n1,0.8,-1.5
CCCCCCCCCCOC(=O)Cn1c(COc2ccc(OC)cc2)[n+](C)c2ccccc21,-1.2&-2.2,-0.6&-2.1
CN(Cc1ccco1)S(=O)(=O)c1nnc(NC(=O)c2ccccc2)s1,0.9,1.6
CC1(COS(N)(=O)=O)CCCCC1,1.1,1.0

# Reformatted with each value named: two of the compounds above
> Cc1cccn2c(=O)c(C=O)c(Nc3ccccc3)nc12
  DAX1 inh: -0.4; FXN GAA850 act: -0.3
> CC1CCN(C(c2cc3cc4c(cc3[nH]c2=O)OCO4)c2nnnn2CC2CCCO2)CC1 (centres undefined)
  DAX1 inh: -0.1; FXN GAA850 act: -2.4

# Next section.
SMILES,DAX1 inh,FXN GAA850 act
O=C(N/N=C/c1sc2ccccc2c1O)c1ccccc1,-3.0,-9.9
Cc1cc(Cl)ccc1OCCCC(=O)NC1CCN(C)CC1,1.1,-0.5
COc1ccc(/C=N/n2cc(-c3ccccc3)nc2N)cc1,1.5,-0.7
Cc1cc2oc(=O)cc(Cn3ccnc3)c2cc1O,1.1,1.3
Cc1ccc2oc(=O)n(Cc3ccc(F)cc3)c2c1,-1.3,-0.2
CC(C)OC(=O)[C@H]1[C@H](c2ccc(Cl)cc2)[C@@](C#N)(C(N)=O)[C@@H]2C=CC(C(N)=O)=CN21,1.3,-0.3
COc1ccc(C)cc1S(=O)(=O)Nc1ccccc1,0.0,-1.1
COC(=O)c1c(C(=O)OC)c(-c2ccc(Cl)c(Cl)c2)n2c1CCC2,-0.4,-0.3
COc1cc(/C=C2/C(=N)N3N=C(CC(=O)N4CCOCC4)SC3=NC2=O)ccc1OCc1ccccc1F,0.5,2.3
COc1ccc2[nH]c(C)c(CCN(Cc3cccs3)C(=S)Nc3cccc(F)c3)c2c1,-0.1,-1.3

# Of the compounds above, these have two or more sulfur atoms:
SMILES,DAX1 inh,FXN GAA850 act
COc1ccc(NC(=O)CN2C(=O)/C(=C3\SC(=S)N(CCC(=O)O)C3=O)c3ccccc32)cc1,0.0,0.8
CN(Cc1ccco1)S(=O)(=O)c1nnc(NC(=O)c2ccccc2)s1,0.9,1.6
COc1ccc2[nH]c(C)c(CCN(Cc3cccs3)C(=S)Nc3cccc(F)c3)c2c1,-0.1,-1.3

# The listing continues.
SMILES,DAX1 inh,FXN GAA850 act
Cc1ccc(Cl)cc1NC(=O)c1cccc(OC(F)F)c1,-1.3,1.6
CCCN1Cc2cccc(C(=O)N3CCN(c4cc(Cl)ccc4C)CC3)c2C1=O,-0.3,0.1
Cc1cccc2cc(-c3nc4ccc(C(=O)O)cc4[nH]3)c(=O)oc12,-0.5,2.2
CCOc1cc(C(=O)N(CC)CC(=O)Nc2c(F)cccc2F)ccc1OCC(=O)N1CCOCC1,0.7,0.3
O=S(Cc1ccc(Br)cc1)Cc1nnc(SCc2c(Cl)cccc2Cl)n1-c1ccccc1 (centres undefined),-2.8,-6.5
CS(=O)(=O)N1N=C(c2ccc(Br)cc2)CC1c1ccc2c(c1)OCO2 (centres undefined),2.3,11.7*
O=C1CCC(C(=O)N(Cc2ccco2)C2(C(=O)NC3CCCC3)CCCCC2)N1 (centres undefined),1.0,-1.9
COc1ccc(CNCCc2ccc(Cl)cc2)cc1OCc1ccccc1,-0.1,-0.4
CN(C)S(=O)(=O)c1ccc(N2CCCC2)c(C(=O)OCC(=O)NC2(C#N)CCCCC2)c1,0.1,0.2
OCCN(CCO)CC(O)CN1c2ccccc2Sc2ccccc21 (centres undefined),0.6,0.5
C[C@H](NC(=O)NC1CCCc2ccccc21)C(=O)O (some centres undefined),0.3,2.2
Cc1ccc(CC(=O)NCC2CCCCC2)cc1,1.8,2.2
COc1ccc(-c2nc(NC(=O)c3cc(C(C)(C)C)nn3C)sc2C)cc1,-1.4,-2.4
CCOCCCNC(=O)/C(C#N)=C/c1ccc(-c2ccc(S(=O)(=O)N3CCOCC3)cc2)o1,-1.3,1.0
CCn1c(C)nc2cc(C(=O)NNC(=O)CCC3CCCCC3)ccc21,-1.2,0.2
Nc1ccccc1SCC(O)Cn1ccc2ccccc21 (centres undefined),0.2,2.6
Cc1cccc(C2=NN(c3ccc(Br)cc3)[C@@H](C(=O)N3CCOC3=O)[C@@H]2c2ccc(Cl)cc2)c1,0.5,0.7
COc1cc(OC)c(C(=O)Nc2ccc3ccccc3c2)cc1OC,5.2*,1.0
O=C(N/N=C/c1ccc(OC(=O)c2cccs2)cc1)c1cccc(F)c1,1.1,0.7
CC[C@]1(C(=O)OC)[C@H]2C(=O)N(Cc3ccccc3)C(=O)[C@H]2[C@H]2CN(C)C(=NC)N21,-0.9,-2.1
Cc1c(-n2cc(C(=O)c3cc(Cl)ccc3O)cc(C#N)c2=O)c(=O)n(-c2ccccc2)n1C,-0.2,-1.4
CCC(C)C(N)C1=NC(C(=O)N[C@@H](CC(C)C)C(=O)N[C@H](CCC(=O)[O-])C(=O)N[C@H](C(=O)N[C@H]2CCCCNC(=O)[C@H](CC(N)=O)NC(=O)[C@@H](CC(=O)[O-])NC(=O)[C@H](Cc3cnc[nH]3)NC(=O)[C@@H](Cc3ccccc3)NC(=O)[C@H]([C@@H](C)CC)NC(=O)[C@@H](CCCN)NC2=O)[C@@H](C)CC)CS1.[Zn+2] (some centres undefined),0.5,0.5
CCCC(C)c1nc(C(N)=O)c2[nH]c(=O)n(-c3ccc(OC)cc3OC)c2n1 (centres undefined),0.1,-0.5
COC(=O)C1=C(C(=O)OC)[C@@H]2N(Cc3ccccc3)c3ccccc3[C@@]23C[C@@H](C(=O)OC)N(C(=O)COCc2ccccc2)C3=N1,-0.5,0.1
Cc1ccc(C)c(S(=O)(=O)Nc2ccc(-n3cnnn3)cc2)c1,-0.2,2.2
Brc1ccc(C2=CC(c3ccco3)n3ncnc3N2)cc1 (centres undefined),0.8,1.4
COc1ccc([C@H](C)NC[C@H](O)c2ccc(O)c(NC=O)c2)cc1,-0.4,6.0
COc1ccc(CNC(=O)CCNS(=O)(=O)c2ccc3c(c2)oc(=O)n3C)cc1,0.6,-0.2
COC(=O)c1c(C(=O)OC)c(-c2ccccc2)n2c1CCC2,-0.4,0.6
Cc1cc(C)nc(NC(=O)NS(=O)(=O)Nc2ccc(Br)cn2)n1,-0.4,0.2
COc1ccc(N(C)C(=O)C2CCCN2S(=O)(=O)c2cccc3nsnc23)c(OC)c1 (centres undefined),-0.5,-2.5
O=C(/C=C/c1ccncc1)c1ccc(NC(=O)c2ccccc2F)cc1,-0.6,12.5*
OC(CN1CCN(C(c2ccccc2)c2ccccc2)CC1)c1ccccc1 (centres undefined),1.2,-2.3
Cc1oc(-c2ccc(Cl)cc2)nc1CN1CCC(C(=O)N2CCc3ccccc3C2)CC1,0.1,-0.6
O=S(=O)(N/N=C/c1ccc2c(c1)OCCO2)c1ccc(Cl)cc1,-0.7,0.9
CC(=O)c1ccc(OCC(O)CN2CCN(Cc3ccccc3)CC2)cc1 (centres undefined),-2.6,2.0
CC1(C)C(=O)C2(CCCCC2)C(=O)OC1c1ccc(O)cc1 (centres undefined),0.3,-0.5
Cc1ccc(NC(=O)CCOc2ccccc2)c(C)c1,-1.1,2.1
CN(C)S(=O)(=O)c1ccc(S(=O)(=O)N(Cc2ccco2)Cc2ccccc2Cl)cc1,-0.1,4.6
O=C(CCC(=O)NNC(=O)COc1ccccc1)NCc1ccccc1,0.3,0.5
O=S(=O)(NCc1cccnc1)c1cc(Cl)ccc1Cl,0.6,1.4
CCn1c(CSc2nccn2C)nc2cc(C(=O)O)ccc21,0.3,-2.5

# High-throughput results (PubChem)

# Not all compounds are listed (hit frequency here may not be typical).
